Gli-Sufu block: Gli-Sufu pathway antagonists, primary screen, luciferase luminescence, Sufu-KO-LIGHT cells, uHTS; Sufu-KO-LIGHT fibroblasts, Gli luciferase reporter luminescence; inhibition, % at 5 µM; actives 0.74% (n = 340,000);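 active = inhibition above about 55%, limit read from the data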;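 also: 0% = DMSO-treated cells and 100% = wells with medium but no cells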
APJ antag: antagonists of human apelin receptor APJ, primary screen, CHO-K1 cells, beta-arrestin complementation, luminescence. actives 0.32% (n = 330,000). inhibition, % at 20 µM. AID 2521, 2010;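 active = inhibition above about 40% at 20 µM, limit read from the data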;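 also: cells challenged with 10 nM apelin-13 agonist together with compound; plate controls were apelin-13 plus DMSO wells for no effect and DMSO wells lacking apelin-13 for full effect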
CCR6 antagonist: CCR6 receptor antagonists, primary screen, cell-based, CHO-K1, luminescence, beta-arrestin, uHTS. inhibition, % at 20 µM. C-C chemokine receptor type 6 (Homo sapiens), P51684. CHO-K1 CCR6 PathHunter beta-arrestin, CCL20-stimulated. AID 493098, 2011. actives 0.49% (n = 340,000);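 active = compounds whose inhibition of the agonist-driven luminescence signal at 20 µM reaches about 50%, limit read from the data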;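 also: cells stimulated with CCL20 at 14 nM final; plate controls were DMSO with CCL20 for no effect and DMSO without agonist for full effect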
Target sequence (P51684 whole entry, looked up): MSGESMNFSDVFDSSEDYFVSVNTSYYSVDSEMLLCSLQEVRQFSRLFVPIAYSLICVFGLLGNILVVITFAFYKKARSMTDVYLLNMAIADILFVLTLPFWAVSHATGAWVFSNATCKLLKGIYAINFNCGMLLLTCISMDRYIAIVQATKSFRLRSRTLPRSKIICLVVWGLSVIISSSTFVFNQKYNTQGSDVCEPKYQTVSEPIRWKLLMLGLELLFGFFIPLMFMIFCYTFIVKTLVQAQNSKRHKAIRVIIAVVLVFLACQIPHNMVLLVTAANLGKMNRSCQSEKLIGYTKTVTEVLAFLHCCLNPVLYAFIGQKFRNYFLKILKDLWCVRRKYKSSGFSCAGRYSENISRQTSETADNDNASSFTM
UBC13 inh: UBC13 polyubiquitin chain formation inhibitors, primary screen, biochemical, TR-FRET, uHTS; Ubiquitin-conjugating enzyme E2 N (Homo sapiens), P61088; inhibition, % at 20 µM; actives 0.47% (n = 330,000); AID 485273, 2010; in the data active = inhibition above about 45%, passing the limit was not always enough
Target sequence (P61088 whole entry, looked up): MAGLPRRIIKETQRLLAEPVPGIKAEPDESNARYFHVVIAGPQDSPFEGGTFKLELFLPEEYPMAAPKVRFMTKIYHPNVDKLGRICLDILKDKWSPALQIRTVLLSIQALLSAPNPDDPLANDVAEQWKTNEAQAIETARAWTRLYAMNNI
CXCR6 block: CXCR6 receptor inhibitors, primary screen, cell-based, beta-arrestin, luminescence, CHO-K1 PathHunter, 1536-well; inhibition, % at 20 µM; AID 602244, 2012; actives 0.36% (n = 360,000); C-X-C chemokine receptor type 6 (Homo sapiens), O00574; in the data active = inhibition above about 34%, passing the limit was not always enough;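 also: antagonist mode with CXCL16 agonist at 10 nM final; 0% = 10 nM CXCL16 with DMSO and 100% = unstimulated wells without agonist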
Target sequence (O00574 whole entry, looked up): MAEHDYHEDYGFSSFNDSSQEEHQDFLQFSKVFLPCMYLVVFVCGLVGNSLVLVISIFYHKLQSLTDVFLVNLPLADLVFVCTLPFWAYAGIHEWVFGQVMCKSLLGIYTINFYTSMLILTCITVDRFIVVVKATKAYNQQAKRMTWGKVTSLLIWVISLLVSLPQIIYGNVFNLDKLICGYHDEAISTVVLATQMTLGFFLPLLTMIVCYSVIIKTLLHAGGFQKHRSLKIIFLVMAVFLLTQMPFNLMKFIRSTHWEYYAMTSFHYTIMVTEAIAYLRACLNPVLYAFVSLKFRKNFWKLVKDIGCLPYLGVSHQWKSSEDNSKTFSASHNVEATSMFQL
EBI2 antag: EBI2 receptor antagonists, beta-arrestin recruitment, primary screen, cell-based, luminescence, 7a,25-OHC stimulation, uHTS. actives 0.81% (n = 360,000). G-protein coupled receptor 183 (Homo sapiens), P32249. 7a,25-OHC stimulated. inhibition, % at 5 µM; in the data active = inhibition above about 38%;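 also: enzyme fragment complementation signal reports receptor beta-arrestin coupling in cells; 0% = agonist plus DMSO wells and 100% = wells without agonist; some results beyond the cut were filed as inactive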
Jurkat NFkB inh: inhibitors of induced NF-kB luciferase reporter, primary screen, TCR NF-kB activation inhibitor project, cell-based, luminescence, uHTS. inhibition, % at 4 µM. Jurkat, PMA/ionomycin-induced NF-kB luciferase reporter. actives 0.53% (n = 330,000); in the data active = inhibition above about 50%
697 NFkB inh: inhibitors of PMA/ionomycin-induced NF-kB reporter, 697 cells, primary screen, B-cell NF-kB inhibitor project, cell-based, luminescence, uHTS. actives 0.33% (n = 330,000). inhibition, % at 4 µM. AID 435022, 2010. 697 B-cell NF-kB luciferase reporter, 16 h; in the data active = inhibition above about 35%
Active calls of the source: *; . = not tested or not shown.

Sequence of screens: Gli-Sufu block | APJ antag | CCR6 antagonist | UBC13 inh | CXCR6 block | EBI2 antag | Jurkat NFkB inh | 697 NFkB inh
COc1ccccc1C(=O)Nc1nnc(-c2ccc(F)cc2)o1
→ -4 | 4 | 2 | -13 | -10 | -11 | 7 | 15
O=S(=O)(Nc1cccc(-c2cn3c(n2)SCC3)c1)c1ccccc1
→ -1 | -4 | -8 | -3 | 0 | 3 | 8 | -1
COc1ccc(N2C(=O)C3CCCN3C2c2ccccc2F)cc1 (stereo not drawn)
→ -3 | 10 | -2 | -11 | -2 | -10 | 5 | 8
CC(C)(C)SCCNC(=O)CN(c1ccc(F)c(Cl)c1)S(C)(=O)=O
→ 2 | -7 | 0 | -1 | -2 | 8 | -6 | 24
O=C(COC(=O)C1CCC1)NCCc1ccc(Cl)cc1Cl
→ 6 | 6 | -7 | -7 | -1 | -8 | 4 | -9
CCOc1ccc(C(=O)NCc2ccccc2OC)cc1
→ -10 | -18 | 12 | -14 | 6 | -11 | 33 | -72
CCC(C)NC(=O)C1CCN(S(=O)(=O)c2cccnc2)CC1 (stereo not drawn)
→ 4 | -13 | -5 | -2 | 14 | 0 | 2 | 1
Cc1ccc(C(=O)NCC2CCCO2)o1 (stereo not drawn)
→ -2 | -6 | -12 | 9 | 5 | 3 | -11 | 11
CCc1nnc(NS(=O)(=O)c2ccc(NC(=S)NC(=O)c3ccncc3)cc2)s1
→ -1 | 5 | 29 | 3 | 16 | -2 | 8 | 24
Cc1cccc(C)c1N=C1C(=O)Nc2ccccc21
→ 7 | 16 | 6 | 3 | 1 | 1 | 10 | 1

Remaining list, next part
Sequence of screens: Gli-Sufu block | APJ antag | CCR6 antagonist | UBC13 inh | CXCR6 block | EBI2 antag | Jurkat NFkB inh | 697 NFkB inh
Cc1ccc(-c2nn(-c3ccc(F)cc3)cc2C(=O)NC2CCC(O)CC2)cc1 (stereo not drawn)
→ -15 | -1 | 4 | 0 | 0 | -5 | 8 | 2
Cc1ccc(CNCC(O)c2ccccc2)s1 (stereo not drawn)
→ 3 | -1 | 7 | 0 | -1 | 2 | 2 | -17
CC(=O)NNc1cc(C)nc(NS(=O)(=O)c2ccc(C)cc2)n1
→ 3 | -14 | -2 | -9 | 1 | -2 | -35 | -32
CC(C)[C@H](NS(=O)(=O)c1ccccc1)C(=O)OCC(=O)N1N=C(c2ccc(Cl)cc2)CC1c1ccco1 (stereo partly drawn)
→ -4 | 0 | 0 | 0 | 6 | 25 | -14 | -5
CCN(CC(=O)Nc1c(F)cccc1F)C(=O)c1ccc(N2CCCC2)c([N+](=O)[O-])c1
→ -3 | 3 | 22 | -32 | 10 | 8 | 6 | 11
CC(=O)N1CC2(C)CN(C(C)=O)CC(C)(C1)C2O (stereo not drawn)
→ -12 | 19 | 3 | -19 | 1 | -9 | -19 | -37
COc1ccc(C(=O)Nc2cc(Cl)ccc2OC(=O)c2ccc(OC)cc2)cc1
→ 4 | -2 | 17 | 0 | 4 | 3 | -35 | -25
O=C(/C=C/c1ccc([N+](=O)[O-])cc1)OCC(=O)N1CCCCCC1
→ -22 | 5 | -25 | -5 | -6 | -6 | 26 | 6
Cn1cc(C(=O)C(=O)N2CCCc3ccccc32)c2ccccc21
→ -1 | -3 | 2 | 1 | 1 | -13 | 15 | -4
COc1ccc(N2CCN(C(=O)NC3CCCCC3)CC2)cc1
→ 4 | -2 | 2 | -5 | -10 | -5 | 3 | -7

Later entries:
Sequence of screens: Gli-Sufu block | APJ antag | CCR6 antagonist | UBC13 inh | CXCR6 block | EBI2 antag | Jurkat NFkB inh | 697 NFkB inh
C[C@]12C(=O)N(c3ccc(C(F)(F)F)cc3)C(=O)N1[C@H]1c3ccccc3OC[C@@H]1[C@H]2c1ccccc1
→ -1 | 3 | -15 | 10 | -11 | -3 | -7 | -26
CC(NC(=O)CN1C(=O)NC(Cc2ccccc2)(Cc2ccccc2)C1=O)C12CC3CC(CC(C3)C1)C2 (stereo not drawn)
→ -8 | -5 | -5 | 4 | -2 | 15 | -6 | 11
CN(CC(=O)NC1CCCC1)S(=O)(=O)c1cccc(Cl)c1
→ 6 | 8 | 10 | -2 | -2 | 8 | 7 | -3
CCN(c1ccccc1)S(=O)(=O)c1cccc(C(=O)Nc2ccc(C)cn2)c1
→ 8 | 6 | 22 | 7 | 3 | 7 | 4 | 6
Cn1c(=O)oc2cc(S(=O)(=O)NCCN3CCCCCC3)ccc21
→ 10 | 3 | 3 | -10 | -5 | -6 | 2 | -1
COC(=O)CCCC(=O)N1CCCC(C(=O)c2ccccc2SC)C1 (stereo not drawn)
→ 38 | 12 | 13 | 8 | -1 | -5 | 2 | 15
CCN(CC)CCC(=O)N1C/C(=C/c2ccccc2)C(=O)/C(=C\c2ccccc2)C1
→ -3 | . | 66* | . | 62* | 52* | . | .
CCc1cc(C(=O)N2CCN(c3ccccn3)CC2)sc1C
→ 2 | 4 | 6 | 10 | -2 | -8 | 3 | 5
Cc1cccc(NC(=O)/C=C/c2ccc(Cl)cc2)n1
→ -103 | -2 | 21 | 9 | -8 | 26 | -121 | -133
COc1ccc(CN(C)C(=O)COC(=O)c2ccc(-c3ccccc3)cc2)c(OC)c1OC
→ -7 | 0 | 18 | -2 | -2 | -2 | 0 | -3

Just EBI2 antag, for 5 of the compounds above:
molecule	EBI2 antag
COC(=O)CCCC(=O)N1CCCC(C(=O)c2ccccc2SC)C1 (stereo not drawn)	-5
CCc1cc(C(=O)N2CCN(c3ccccn3)CC2)sc1C	-8
Cn1c(=O)oc2cc(S(=O)(=O)NCCN3CCCCCC3)ccc21	-6
COc1ccc(CN(C)C(=O)COC(=O)c2ccc(-c3ccccc3)cc2)c(OC)c1OC	-2
CCN(CC)CCC(=O)N1C/C(=C/c2ccccc2)C(=O)/C(=C\c2ccccc2)C1	52*

Continued.
Sequence of screens: Gli-Sufu block | APJ antag | CCR6 antagonist | UBC13 inh | CXCR6 block | EBI2 antag | Jurkat NFkB inh | 697 NFkB inh
CC(C)(C)OC(=O)CNC(=O)c1[nH]cnc1C(=O)N[C@@H](CCCCNC(=O)OC(C)(C)C)C(=O)OC(C)(C)C
→ -17 | 5 | 5 | -8 | 8 | -9 | 14 | 13
C[C@H](CO)N1C[C@H](C)[C@@H](CN(C)C(=O)Nc2ccccc2)Oc2c(NC(=O)Nc3ccccc3)cccc2C1=O
→ 21 | 9 | -4 | 14 | -10 | -4 | 1 | 12
CCOc1ccc(C(=O)CCC(=O)N2CCN(c3ccccc3O)CC2)cc1
→ 6 | -12 | 14 | -8 | -2 | 6 | 4 | 2
N#C/C(=C\c1c(N2CCCCC2)nc2ccccn2c1=O)C(=O)NC1CCS(=O)(=O)C1 (stereo not drawn)
→ -1 | 34 | -2 | 8 | 1 | 6 | 2 | 21
CC(C)[C@H](CN(N=O)[C@@H](Cc1ccccc1)CN(C)N=O)N(CCc1ccccc1)N=O
→ 10 | 9 | 13 | 4 | -5 | 21 | 7 | 12
COC(=O)C1CCN(C(c2cc(OC)c(OC)c(OC)c2)c2sc3nc(C)nn3c2O)CC1 (stereo not drawn)
→ 7 | 0 | 0 | 1 | -4 | 3 | -12 | -17
CCn1c(SCC(=O)Nc2cc(C)on2)nnc1-c1cccc(C)c1
→ 15 | 9 | 5 | 6 | 5 | 4 | 6 | -11
COc1ccccc1-c1cc(C(=O)NCc2cccs2)no1
→ -10 | -13 | 18 | 10 | 3 | 11 | -7 | 8
Cc1ccc(S(=O)(=O)N(CCC(=O)O)Cc2ccc(Cl)cc2)cc1
→ -1 | 11 | -6 | -8 | -7 | 3 | 8 | 17
O=C(CN1CCN(S(=O)(=O)c2ccccc2)CC1)Nc1ccc2c(c1)OCO2
→ 0 | -2 | 15 | 1 | -3 | 3 | -6 | -12

Single records, as listed above. Order of values: Gli-Sufu block, APJ antag, CCR6 antagonist, UBC13 inh, CXCR6 block, EBI2 antag, Jurkat NFkB inh, 697 NFkB inh
CCN(CC)CCC(=O)N1C/C(=C/c2ccccc2)C(=O)/C(=C\c2ccccc2)C1 is listed as -3, ., 66*, ., 62*, 52*, ., .
COc1ccc(N2CCN(C(=O)NC3CCCCC3)CC2)cc1 is listed as 4, -2, 2, -5, -10, -5, 3, -7

More compounds
Sequence of screens: Gli-Sufu block | APJ antag | CCR6 antagonist | UBC13 inh | CXCR6 block | EBI2 antag | Jurkat NFkB inh | 697 NFkB inh
O=C(Cc1ccc(-n2c(=S)[nH]c3ccccc3c2=O)cc1)N1CCN(c2ccccc2)CC1
→ 19 | -15 | 18 | 26 | 1 | 9 | 8 | 8
CCCCN(CCCC)CCCNC(=O)C1CC(c2cc(C(F)(F)F)cc(C(F)(F)F)c2)=NO1 (stereo not drawn)
→ 0 | 20 | -13 | 1 | -2 | 0 | 7 | 8
COc1cc(CNC(C)C23CC4CC(CC(C4)C2)C3)ccc1OCC(=O)NC(C)(C)C (stereo not drawn)
→ 14 | -4 | 10 | 18 | -5 | 6 | -11 | 7
Cc1ccc2[nH]cc(CCCN3C(=O)c4ccccc4C3=O)c2c1
→ -13 | 9 | 22 | 4 | -8 | 11 | -2 | -6
Cc1cc(C)c2nc(N3CCC(C(=O)NCC4CCCO4)CC3)sc2c1 (stereo not drawn)
→ -7 | 18 | 3 | 3 | 3 | -1 | 8 | -37
CCOC(=O)/C(C#N)=C/c1cn(CCC(=O)O)nc1-c1cccc(Br)c1
→ -4 | 5 | 6 | -4 | 4 | 8 | 4 | 7
CC(=O)Nc1ccc(S(=O)(=O)N(C)CC(=O)Nc2nc3ccccc3[nH]2)cc1
→ -12 | 13 | 2 | 3 | -5 | -7 | -4 | 11
CCC1CCCCN1CCNC(=O)CNS(=O)(=O)c1ccc2nc(C)sc2c1 (stereo not drawn)
→ -2 | 7 | -14 | 14 | -3 | 8 | -1 | 17
COc1ccc(CC(NC(C)=O)C(=O)NC2CCN(S(=O)(=O)c3ccccc3)CC2)cc1OC (stereo not drawn)
→ -4 | -4 | -9 | -13 | 3 | -12 | -6 | -1
CC(=O)Nc1cccc(-n2nnc(SCC(=O)Nc3ccc(F)c(Cl)c3)n2)c1
→ -13 | 5 | -4 | 4 | -3 | -5 | 9 | -2
COc1ccc(NC(=O)COC(=O)c2ccc(C)c(S(=O)(=O)N3CCCCC3)c2)cc1
→ -2 | 9 | 19 | 10 | 1 | -3 | 3 | 6
CCC1(c2ccccc2)NC(=O)N(CC(=O)Nc2cccnc2Cl)C1=O (stereo not drawn)
→ -2 | -20 | 4 | -5 | 0 | -8 | 0 | -5
O=C(O)CSC(NC(=O)c1cccnc1)(C(F)(F)F)C(F)(F)F
→ 6 | -24 | -4 | 0 | -1 | 0 | 9 | -7

Screening results: PubChem BioAssay, Sanford-Burnham Center for Chemical Genomics

Compounds as they come, and some 3% of all compounds hit somewhere here.
